# Bioassay records deposited in PubChem by several laboratories.
# WT yeast gro inh = growth inhibition of WT yeast, mitochondrial fusion screen. AID 1362. mitochondrial fusion phenotypic screen, WT strain. inhibition, % at 10 µM. actives 2.1% (n = 190,000); in the data active = inhibition above about 58%; tested in S. cerevisiae
# MT stabilizer = stabilizes microtubules in HeLa cells. HeLa tubulin immunostaining HCS, 24 h; share of cells brighter than vehicle mean+2SD. % tubulin-high responders, % at 10 µM. actives 0.83% (n = 200,000). AID 2205;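 active = plate Z-score above 3 for both tubulin-high and condensed-nucleus cell shares, with cell loss under 80%, at 10 µM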;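 note: anti alpha tubulin signal scored within the nucleus-defined area of each cell; some results filed as inactive read as strong as hits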
# Dynein transport = blocks dynein driven cargo transport along microtubules | 3617.4 mouse cells, GR-EGFP nuclear translocation imaging; test concentration mostly 20 µM; stimulated with dexamethasone, 1 µM; hits give low values | z-score, hits read low | actives 0.47% (n = 220,000);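 active = plate z-score of nuclear minus cytoplasmic receptor signal below a set negative limit, without overly bright fluorescence or cell loss, cut at about -3.5 in these data, passing the limit was not always enough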;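 note: z-score of nuclear minus cytoplasmic ring GR-EGFP intensity difference per well; some compounds called inactive have numbers as strong as hits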
#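 Buffer or medium: tet-free medium with charcoal-stripped serum / Also added: dexamethasone agonist, 1.0 µM final, for 30 min / Timing: induction 48 h, compound 1 h, agonist 30 min / Measured by: high-content fluorescence imaging after fixation / Read-out: nuclear-to-cytoplasmic GR-EGFP distribution per well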
# bCat nuc transl = modulators of beta-catenin nuclear translocation; HeLa beta-catenin nuclear translocation, immunofluorescence imaging; nuclear translocation activity, % at 5 µM; actives 0.3% (n = 190,000); AID 1665;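 active = nuclear translocation activity above 50% at 5 µM, with a well cell count of 50 or more; inconclusive = wells under 50 cells across six images, flagged as toxic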;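 note: per-cell ratio of nuclear to cytoplasmic median beta-catenin stain intensity; plate controls were DMSO negative control for no effect and GSK-3 inhibitor IX positive control for full effect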
#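 Read-out: Nuclear/cytoplasmic beta-catenin signal ratio, % activation | Assay system: Human HeLa cell line | Times: 24 h compound exposure at 37°C, 5% CO2 | Signal: Fluorescence imaging of beta-catenin antibody stain plus DAPI | Dosing: 5 µM primary, 0.02–20 µM confirmation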
# Hep lipid drop = hepatic lipid droplet formation modulation. actives 0.4% (n = 240,000). inhibition, % at 6.5 µM. AML12 mouse hepatocytes, oleate lipid droplets, BODIPY imaging;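 active = lipid droplet intensity inhibited by at least 50%, with more than 500 cells counted; inconclusive = wells with under 300 cells, treated as cytotoxic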
#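 Material – mouse AML12 hepatocyte cell line, fixed after treatment · Compound dosing – one dose, 6.5 µM compound · Times – compound with oleate, overnight · Measured by – Image-based BODIPY and DAPI two-channel analysis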
# XIAP antagonists = small molecules displacing peptide from XIAP – biochemical, IAP family, fluorescence polarization (AID 1018) | XIAP BIR domain, fluorescence polarization peptide displacement; higher % means a stronger effect | actives 0.007% (n = 200,000) | displacement, % at 20 µM, or IC50 in µM where a hit was titrated; in the data active = displacement above about 50%; note: a part of the inactive calls stands beside numbers as strong as those of hits
# Autophagy HCS = autophagy modulation, high-content screen. calls only at 10 µM (by protocol). actives 0.98% (n = 190,000). MEF GFP-LC3 puncta imaging; test concentration mostly 10 µM. AID 463193;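 active = percentage of spot-positive cells more than 3 SD above its plate mean, without a fluorescence outlier flag or 80% toxicity; inconclusive = no clear call, values can overlap the other calls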;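 note: spot-positive cell cutoff set from DMSO-treated cells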
# ER stress rescue = rescue of cells from ER stress-induced death, primary screen, 384-well, CSM14.1, thapsigargin, ATP luminescence (AID 1222); 190,000 tested, under 10 active; one-dose cellular ATP content (survival), % at 20 µM; EC50 in µM for titrated hits; CSM14.1 thapsigargin-induced death rescue, ATP luminescence; higher % means a stronger effect;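 active = EC50 below 50 µM in the dose-response confirmation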;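 note: death triggered by thapsigargin at about 15 µM added after 2 h compound pretreatment; cell ATP read after overnight thapsigargin exposure of roughly 18 to 22 hours; normalized against plate controls of thapsigargin alone and 5% DMSO vehicle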
# Ins promoter up = MIN6 insulin promoter up-regulation; MIN6 insulin promoter-GFP reporter, high-content imaging; hits give high values; z-score at 5 µM; actives 0.3% (n = 190,000); AID 1625;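 active = z-score above 3 at 5 µM with at least 500 cells counted in the well; inconclusive = wells under 500 cells, flagged as cytotoxic or low count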
# WT yeast gro inh mutant strain = also measured in WT yeast gro inh; calls as there; inhibition, %; mitochondrial fusion phenotypic screen, mutant strain inhibition
# Dynein transport cytoplasmic EGFP = recorded beside Dynein transport, whose call it bears; z-score; measured here: cytoplasmic GR-EGFP intensity; hits give high values
# Dynein transport nuclear GR-EGFP = recorded beside Dynein transport, whose call it bears; z-score; measured here: nuclear GR-EGFP intensity;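 lower value marks the stronger effect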
# Dynein transport cell count = further read-out of Dynein transport, marked with its call; z-score; measured here: cell count per field
# Ins promoter up cell count = also measured in Ins promoter up; calls as there; cell count; measured here: cytotoxicity, nuclei count;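 total cells summed across four imaged fields per well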
# Hep lipid drop cells 6.5 µM = second read-out of Hep lipid drop, no call of its own (marks repeat the call); cell count; measured here: cell count, cytotoxicity flag;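 cells counted across two imaged fields per well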
# bCat nuc transl cell count 5 µM = second read-out of bCat nuc transl, no call of its own (marks repeat the call); cell count; measured here: cell count, cytotoxicity flag
# MT stabilizer Hoechst-high % = also measured in MT stabilizer; calls as there; % Hoechst-high responders; measured here: nuclear condensation Hoechst responders;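 share of cells brighter than vehicle mean plus two SD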
# MT stabilizer cytotoxicity % = also measured in MT stabilizer; calls as there; toxicity, %; measured here: cytotoxicity by cell density;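 0% = mean cell density of plate MIN control wells and 100% = no cells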
# Autophagy HCS cell loss 18 h = second read-out of Autophagy HCS, no call of its own (marks repeat the call); toxicity, %; measured here: cell loss, nuclei count;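 cell loss after 18 h compound exposure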
# Starred values were filed as active, the others as inactive; i = inactive; u = inconclusive; x = no result given. Compounds as they come (roughly 4% active in at least one column).
SMILES,WT yeast gro inh,WT yeast gro inh mutant strain,MT stabilizer,MT stabilizer Hoechst-high %,MT stabilizer cytotoxicity %,Dynein transport,Dynein transport cytoplasmic EGFP,Dynein transport nuclear GR-EGFP,Dynein transport cell count,bCat nuc transl,bCat nuc transl cell count 5 µM,Hep lipid drop,Hep lipid drop cells 6.5 µM,XIAP antagonists,Autophagy HCS,Autophagy HCS cell loss 18 h,ER stress rescue,Ins promoter up,Ins promoter up cell count
COc1ccc(CNC(=O)C2CCCN2CCc2ccccc2)cc1OC (stereo not drawn),-10,-1,4.1,1.5,6.8,0.076,-0.18,0.2,0.41,0.7,1103,-7,706,-2.6%,i,-32,-6.9%,-0.3,1311
Cc1nc2ncnn2c(Nc2ccc3c(c2)OCO3)c1Cc1ccccc1,11,-34,4.5,2.3,9.9,-0.76,-0.18,-0.079,0.045,-3.2,827,x,x,-5.4%,i,2,-2.3%,u,x
Cc1cc(N2CCOCC2)ccc1/C=C1\NC(=O)N(CC(=O)Nc2ccccc2C)C1=O,-4,-2,2.0,1.9,8.3,0.11,-0.39,0.09,-0.024,0.3,1106,-3,769,-16%,i,-9,0.7%,0.38,848
O=C(NCc1ccc(N2CCCC2=O)cc1)c1cn(CCc2ccccc2)nn1,8,5,7.4,1.5,4.8,-0.97,-0.19,-0.21,0.3,4.0,1202,-2,742,-3.0%,i,-2,1.6%,0.28,1242
CCOc1ccc(-c2nc(-c3ccccc3)no2)cc1OCC,14,5,5.7,3.8,2.6,-0.85,-0.14,-0.33,-0.16,x,x,x,x,-3.5%,i,6,0.1%,-0.34,876
CCCCCCCC1(C)NC(=O)NC1=O (stereo not drawn),x,x,x,x,x,-0.31,-0.3,-0.17,-0.051,0.0,1316,-14,709,x,x,x,x,-0.01,1011
Cc1ccc(CNC(=O)c2ccc(NS(=O)(=O)c3c(C)noc3C)cc2)cc1,-3,23,2.9,1.5,2.1,-0.33,-0.22,-0.058,0.12,-0.1,1031,x,x,-8.5%,i,-21,0.0%,1.5,1570
COc1ccc(/C=N/N2CCOCC2)cc1COc1ccc(Cl)cc1,19,3,1.9,5.5,8.5,0.23,-0.26,-0.35,-0.39,1.2,931,4,676,-5.2%,i,-1,0.1%,-0.05,1232
CC(c1cccs1)N(C(=O)Nc1ccccc1)C1CCCCC1 (stereo not drawn),-4,8,4.1,1.6,2.2,0.073,-0.21,-0.85,0.64,0.7,1347,x,x,-4.8%,i,-6,-0.7%,-0.17,1472
O=C(CCl)c1ccc2c(c1)CCN2C(=O)C1CCCCC1,11,14,2.0,1.3,3.8,-5.7*,1.9*,-2.5*,0.26*,-1.9,1087,5,798,0.2%,i,20,-0.7%,0.94,1139
CCC(=O)Nc1ccc(S(=O)(=O)NCCc2ccccc2)cc1,6,10,4.3,1.9,6.9,0.071,-0.2,0.16,0.95,x,x,5,772,-1.4%,i,5,-0.6%,x,x
Cn1cc([N+](=O)[O-])c(C(=O)Nc2ccc(-c3nc4ccccc4o3)cc2)n1,x,x,x,x,x,-1.2,-0.78,-0.86,0.79,2.1,1282,-3,656,x,x,x,x,0.4,970
O=C1c2ccccc2NC(c2ccco2)N1/N=C/c1ccco1 (stereo not drawn),-7,-12,5.7,1.1,11,-0.11,-0.28,-0.61,0.6,0.4,1453,-7,702,-0.4%,i,19,-2.5%,0.38,1417
O=C(c1ccccc1F)N1CCN(c2ccccc2F)CC1,4,-23,3.9,1.0,6.1,1.3,-0.18,1.2,-0.79,-7.7,872,x,x,-5.3%,i,-5,-1.9%,0.15,876
Nc1nc2c(s1)C(=O)CC(c1ccccc1)C2 (stereo not drawn),x,x,2.7,2.0,3.3,0.97,-0.2,0.62,-0.86,-11,1181,-14,753,-11%,i,1,-2.6%,x,x
CS(=O)(=O)N1CC2CCCN2c2cc(C(F)(F)F)ccc21 (stereo not drawn),-11,-6,4.4,2.1,8.5,0.33,-0.27,0.34,0.2,-1.8,991,4,689,-6.3%,i,36,0.0%,0.11,1663
COc1cc(OC)c2c(c1)OC(c1ccc(OC)c(OC)c1)C(O)C2=O (stereo not drawn),9,4,3.1,2.7,6.5,-0.58,-0.28,-0.11,0.4,2.2,1033,-4,625,-2.9%,x,x,x,-0.99,1444
CCN1CC(CN(C)Cc2nc(-c3ccco3)oc2C)CC1=O (stereo not drawn),-6,-12,2.3,1.4,7.3,-0.5,-0.35,-0.29,0.85,0.9,1113,3,753,-4.5%,i,-14,-0.6%,-0.11,1437
CCN(CC)C(=S)NC(=O)c1ccc(OC)c(Br)c1,27,12,4.3,2.2,0.3,1.2,-0.24,1.7,-0.9,0.7,969,0,522,-1.1%,i,6,-1.4%,x,x
COc1ccc(-c2onc(C)c2-c2ccc(C(=O)OC(C)C)o2)c(O)c1,x,x,2.5,2.3,1.1,0.27,-0.12,0.11,0.31,-4.2,1206,-6,735,-1.5%,i,-9,-1.5%,-0.81,1130
COc1ccc(C(=O)Nc2ccc([N+](=O)[O-])cn2)cc1OC,-6,-9,2.3,4.0,5.0,-0.51,-0.29,-0.38,0.52,-0.9,1001,18,596,-3.8%,i,-3,-4.4%,-0.23,1192
CCC(C(=O)NCc1ccco1)N(C(=O)CNS(=O)(=O)c1ccc(C)cc1)c1ccccc1OC (stereo not drawn),x,x,2.5,1.7,7.1,0.97,-0.18,0.45,-0.72,-1.6,1126,x,x,-3.1%,i,5,-1.5%,0.6,1570
NC1=NC(=O)C(CC(=O)Nc2ccc3c(c2)OCO3)S1 (stereo not drawn),-2,-3,1.8,1.8,4.4,0.96,0.22,0.93,-0.78,0.8,908,-6,679,1.2%,i,19,1.1%,0.5,1514
CCOC(=O)CSc1nc2c(sc(=S)n2-c2ccccc2OC)c(=O)n1Cc1ccco1,20,9,2.5,1.0,11,0.11,-0.15,0.19,-0.34,-3.3,977,x,x,-6.9%,i,0,-0.5%,-0.05,1368
CC(=O)c1c(C)oc2ccc(N(C(C)=O)S(=O)(=O)c3cccc4cccnc34)cc12,x,x,x,x,x,1.3,-0.14,1.1,-1.1,-0.5,1316,-2,629,x,x,x,x,-0.39,928
C=CCNC(=O)c1onc(CSc2cccc3ccccc23)c1C(=O)O,2,4,2.2,1.6,8.2,-0.52,-0.24,-0.84,1.9,-0.2,1353,x,x,-3.9%,i,6,2.8%,0.01,1733
CCCN1CCC(NC(=O)Nc2ccccc2C(=O)OC)CC1,9,6,2.1,2.1,10,-0.18,-0.19,0.21,0.067,0.5,954,6,779,-5.0%,i,0,2.4%,-0.09,949
COc1ccc(/C=C2\N=C3CCCCCN3C2=O)cc1,-1,-8,4.2,1.9,5.8,1.3,-0.32,0.93,-1,-1.2,1025,19,691,-7.3%,i,15,2.3%,0.75,1332
COCCOC(=O)C1=C(C)Nc2nc(C)nn2C1c1ccc(F)cc1 (stereo not drawn),1,-3,2.1,2.6,2.7,-0.91,-0.13,-0.47,0.22,1.6,1403,x,x,-3.6%,i,4,-1.1%,-0.1,1312
O=C(NCCCN1CCN(c2ccccc2F)CC1)C1CC(=O)N(C2CCCC2)C1 (stereo not drawn),-2,0,1.9,3.6,7.3,-0.67,0.045,-0.26,0.3,x,x,x,x,-2.8%,i,-6,-1.7%,-0.99,860
Cn1c(CCN2CCOCC2)nc2cc(NS(=O)(=O)c3ccccc3)ccc21,x,x,x,x,x,-0.44,-0.26,-0.26,0.15,0.8,1314,-1,704,x,x,x,x,-0.13,1047
C=CCn1c(SCC(=O)Nc2nc3ccccc3s2)nnc1-c1ccccc1O,9,-13,1.4,1.3,0.7,-0.32,-0.22,-0.82,0.18,0.5,1134,-21,663,-7.1%,i,5,-0.4%,0.2,1750
COc1ccc(CC/C(C)=N\NC(N)=O)cc1,-1,-9,1.6,2.6,5.4,-0.44,-0.29,-0.59,0.53,-1.1,564,x,x,-3.9%,i,-11,0.5%,-0.16,1329
Cc1sc2ncnc(N3CCOCC3)c2c1C,1,-19,2.7,1.2,10,-0.79,-0.16,-0.21,0.63,1.2,1139,1,803,-4.9%,i,-11,-2.5%,-0.08,817
COc1ccccc1NC(=O)N1CCN(c2ccccc2F)CC1,0,-2,5.0,1.7,4.0,1.8,-0.061,0.94,-0.76,x,x,-15,633,-1.0%,i,-2,x,0.01,1260
COc1cc2c(cc1OC)C1=C(C#N)CC/C(=N\S(=O)(=O)c3cccc(Cl)c3)N1CC2,30,14,4.3,1.7,15,-0.13,-0.15,0.064,0.61,0.7,1348,x,x,-5.7%,i,1,-0.6%,-1.2,1656
COc1cc(/C=C/C(=O)O)cc(S(=O)(=O)Nc2ccc3c(c2)OCO3)c1OC,-6,1,2.7,2.1,4.0,-0.37,-0.31,0.31,-0.43,0.8,1025,3,708,-2.6%,i,-2,-0.3%,-0.77,1244
O=C(NCc1nc2ccccc2[nH]1)c1ccc(S(=O)(=O)N2CCCC2)cc1,-27,29,3.4,2.7,7.5,-0.41,-0.36,-0.058,0.4,-2.6,1002,15,709,-2.9%,i,-2,-2.0%,x,x
